NPY-Y1 antag – NPY-Y1 receptor antagonists, primary screen, cell-based; Neuropeptide Y receptor type 1 (Homo sapiens), P25929; HEK293-CNG Y1 cells, membrane potential fluorescence; NPY at EC95, then isoproterenol; inhibition, % at 3.6 µM; actives 1% (n = 200,000); AID 1040, 2008;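 active = inhibition above the campaign mean inhibition of all tested compounds plus 3 SD, cut at about 20% in these data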;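 also: 0% = DMSO wells given NPY plus isoproterenol and 100% = isoproterenol alone without NPY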
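Assay system: HEK293 cells with Y1 receptor plus CNG channel | Probe or stimulus: NPY (25 nM), isoproterenol (1 µM), Ro 20-1724 (25 µM) | Timing: Compound incubation 1 h at room temperature, readout 45 min post-stimulation | Measured by: Membrane-potential fluorescent dye readout | Benchmarks: High control isoproterenol alone, low control NPY with isoproterenol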
RBBP9 inhibitor – human RBBP9 inhibitors, primary screen, biochemical, fluorescence polarization, FP-Rh probe, HTS | inhibition, % at 7.94 µM | actives 0.2% (n = 220,000) | recombinant RBBP9 | Serine hydrolase RBBP9 (Homo sapiens), O75884;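 active = inhibition above the campaign mean of all tested compounds plus 3 SD, cut at about 14% in these data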;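 also: plate controls were DMSO wells with RBBP9 for no effect and wells lacking RBBP9 protein for full effect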
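Assay system: recombinant human RBBP9; Reagent: Serine-hydrolase probe FP-Rh, 375 nM pre-mixing; Doses: 7.94 µM single dose, 0.794% DMSO; Incubation: 30 min then 45 min, 25 °C; Detection: fluorescence polarization (mP), excitation 525 nm, emission 598 nm; Evaluation: percent inhibition from mP, scaled between DMSO and no-protein wells.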
S1P4 ag – S1P4 receptor agonists, primary screen, cell-based | activation, % at 4.98 µM | Sphingosine 1-phosphate receptor 4 (Homo sapiens), O95977 | actives 0.35% (n = 220,000) | S1P4-expressing cell line, agonist reporter assay; in the data active = activation above about 11%;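 also: 0% = DMSO vehicle and 100% = reference agonist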
Target sequence (O95977 whole entry, looked up): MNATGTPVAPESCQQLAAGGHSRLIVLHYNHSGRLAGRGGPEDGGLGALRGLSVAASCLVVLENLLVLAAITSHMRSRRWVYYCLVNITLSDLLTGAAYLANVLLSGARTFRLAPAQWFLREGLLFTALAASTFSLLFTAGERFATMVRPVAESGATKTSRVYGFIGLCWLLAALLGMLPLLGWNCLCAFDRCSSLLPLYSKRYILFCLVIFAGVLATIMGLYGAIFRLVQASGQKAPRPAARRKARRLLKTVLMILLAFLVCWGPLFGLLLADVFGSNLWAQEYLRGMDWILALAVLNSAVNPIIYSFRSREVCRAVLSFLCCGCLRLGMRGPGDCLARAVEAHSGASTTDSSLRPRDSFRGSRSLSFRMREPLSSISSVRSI
Runt-CBFb FRET – inhibitors of RUNX1 Runt–CBFb binding, primary screen, biochemical, FRET, Cerulean-Runt, Venus-CBFb, uHTS | Runt-related transcription factor 1 (Homo sapiens) + Core-binding factor subunit beta … | Cerulean-Runt/Venus-CBFb FRET ratio 530/480, 1 h | inhibition, % at 20 µM | actives 0.46% (n = 220,000);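 active = inhibition over about 50% at 20 µM in the single-dose screen, limit read from the data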;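 also: 0% = DMSO wells and 100% = excess unlabeled CBFb competitor control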
Target sequence (Q01196 whole entry, looked up): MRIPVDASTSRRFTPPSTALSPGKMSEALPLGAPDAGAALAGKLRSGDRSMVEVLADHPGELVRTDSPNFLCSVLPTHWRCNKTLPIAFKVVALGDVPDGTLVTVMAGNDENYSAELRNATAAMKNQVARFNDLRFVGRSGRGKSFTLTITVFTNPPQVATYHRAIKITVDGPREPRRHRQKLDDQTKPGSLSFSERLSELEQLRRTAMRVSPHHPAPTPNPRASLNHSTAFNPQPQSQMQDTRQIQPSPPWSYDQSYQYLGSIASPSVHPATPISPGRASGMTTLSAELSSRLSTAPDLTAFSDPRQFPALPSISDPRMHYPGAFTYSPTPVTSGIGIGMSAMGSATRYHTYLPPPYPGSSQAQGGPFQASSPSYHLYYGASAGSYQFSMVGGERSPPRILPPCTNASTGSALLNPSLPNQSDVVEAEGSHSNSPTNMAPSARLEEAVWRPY
Target sequence (Q13951 whole entry, looked up): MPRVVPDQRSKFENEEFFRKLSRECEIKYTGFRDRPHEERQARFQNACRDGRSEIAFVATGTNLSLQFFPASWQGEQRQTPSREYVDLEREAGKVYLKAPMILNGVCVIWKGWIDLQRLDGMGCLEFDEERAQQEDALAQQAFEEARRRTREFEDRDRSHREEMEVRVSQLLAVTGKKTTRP
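Schedule: protein complex preformed 1 h, compound exposure 1 h, room temperature, dark; test system: Cerulean-labeled Runt domain protein; amount: 100 nM per protein; buffer or medium: Tris 50 mM pH 7.5, KCl, K2SO4, 0.01% BSA; read-out: loss of energy transfer signal; detection: FRET fluorescence; controls: 5 µM unlabeled CBFb as full-inhibition high control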
NPY2 pot ag – NPY-Y2 potentiators or agonists, primary screen, cell-based; actives 0.45% (n = 220,000); AID 1359, 2008; activation, % at 3.6 µM; cells expressing NPY-Y2, potentiator/agonist read-out; Neuropeptide Y receptor type 2 (Homo sapiens), P49146; in the data active = activation above about 27%;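 also: cells stimulated with NPY near EC25 plus isoproterenol at EC100; 0% = vehicle plus submaximal agonist and 100% = vehicle plus saturating agonist; some results beyond the cut were filed as inactive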
Ba/F3 V617F tox – reduced viability of JAK2V617F-dependent Ba/F3 cells, primary screen, JAK2V617F inhibitor project, cell-based, Ba/F3 EpoR-JAK2V617F, luminescence. ATP luminescence. inhibition, % at 5.6 µM. actives 1.1% (n = 220,000). AID 1446, 2008;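 active = inhibition above the campaign mean plus 3 SD over all tested compounds, cut at about 24% in these data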;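 also: cytokine-independent growth of Ba/F3 cells driven by EpoR plus mutant JAK2; 0% = DMSO-treated cells and 100% = JAK inhibitor I control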
S1P4 antag – S1P4 receptor antagonists, primary screen, cell-based; S1P4-expressing cells, antagonist mode, reporter read-out; inhibition, % at 4.98 µM; actives 0.26% (n = 220,000); AID 1510, 2009; in the data active = inhibition above about 29%;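 also: 0% = wells stimulated with agonist and 100% = vehicle wells without agonist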
NPY-Y1 PAM-ag – NPY-Y1 receptor potentiators or agonists, primary screen, cell-based; Neuropeptide Y receptor type 1 (Homo sapiens), P25929; NPY-Y1 expressing cells, potentiator/agonist activation; activation, % at 3.6 µM; actives 0.37% (n = 220,000); in the data active = activation above about 33%, passing the limit was not always enough;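 also: cells stimulated with NPY at EC10 then isoproterenol at EC100; 0% = low agonist plus stimulus and 100% = saturating agonist plus stimulus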
BaF3 parental – parental Ba/F3 cell viability inhibition, counter-screen for JAK2V617F inhibitor project, murine pro-B, CellTiter-Glo luminescence; CellTiter-Glo ATP luminescence; inhibition, % at 5.6 µM; actives 1.1% (n = 220,000);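 active = inhibition above a per-campaign cutoff, the mean inhibition of all tested compounds plus 3 SD, cut at about 27% in these data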;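 also: 0% = DMSO wells and 100% = JAK Inhibitor I control wells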
* = called active by the depositor; · = no result given.

SMILES	NPY-Y1 antag	RBBP9 inhibitor	S1P4 ag	Runt-CBFb FRET	NPY2 pot ag	Ba/F3 V617F tox	S1P4 antag	NPY-Y1 PAM-ag	BaF3 parental
Cc1ccc(O)c(C2=NCCNC(C(F)(F)C(F)F)=C2)c1	-8	1	1.4	-1	-3	0	-11	8	11
CCNC(=O)CSc1nc2ccccc2c(=O)n1CCCOC(C)C	-2	-5	0.0	-1	12	-2	-31	9	6
CCOC(=O)C(C#N)C(Cc1ccccc1)c1ccco1 (centres undefined)	-3	-3	-1.0	-2	0	0	16	-12	2
Cc1ccc(-c2nnc(SCC(=O)N/N=C/c3ccccc3C(=O)O)n2-c2ccc(C)cc2)cc1	·	-10	0.4	-2	7	-2	-8	19	-1
COc1ccccc1-n1c(SCC(=O)Nc2ccc(C)cc2)nc(O)cc1=O	5	-19	3.1	-1	9	1	-3	23	3
COc1cc(NC(=S)NCc2cccs2)cc(OC)c1	-2	-12	2.2	1	6	5	5	12	9
COc1ccc(-c2cc(C)nc3nc(N)nn23)cc1	2	8	1.3	2	18	-3	15	3	2
Cc1cc(=O)[nH]c(SCC(=O)NC(c2ccccc2)c2ccccc2)n1	-4	-3	-1.0	-1	4	0	-19	16	8
CC(C)(C)c1ccc(OCC(=O)N/N=C/c2ccsc2)cc1	4	-7	1.2	-3	-1	-2	12	2	-2
Cc1cccc(C(=O)NC(=S)Nc2ccccc2C(=O)O)c1	0	-1	-1.6	8	-10	1	-3	-9	3
Cn1cccc1/C=N/NC(=O)c1ccn[nH]1	1	-2	1.2	0	2	-2	-25	-2	6
CCc1ccc(N2C(=O)C3C(C2=O)N2CCCN2C3c2ccccc2)cc1 (centres undefined)	·	5	0.2	2	-2	0	-1	-3	-3
C=CCO/N=C(\C)c1c(O)c(C)c(-c2ccccc2)n(-c2ccccc2)c1=O	13	1	3.3	2	-9	-3	-4	-19	0
CC(C)Cn1c(=O)c(C(=O)NCc2ccccn2)c(O)c2ccccc21	5	-15	0.2	-4	8	1	9	-2	2
COCCNC(=O)c1cc2cc(Br)cc(Br)c2oc1=O	1	-8	-4.9	-19	-9	-3	5	7	1
Cc1nn(-c2ccccc2)c(C)c1P(=O)(c1ccccc1)N(C)C (centres undefined)	10	-3	-0.9	-2	0	6	-9	-12	5
O=C(NC(=S)Nc1ccc(N2CCCCC2)cc1)c1ccc2c(c1)OCCO2	-1	-16	-1.2	17	14	3	-7	-8	4
O=C(CSc1nc(O)c(-c2ccccc2)c(=O)[nH]1)N1CCOCC1	1	-8	2.5	4	5	-3	-9	8	5
COc1ccc(CCNC(=O)c2sc3cc(C)ccc3c2Cl)cc1	4	-5	0.8	-1	-25	-4	-20	-12	-1
CC1(C)OC(=O)N2CCc3ccccc3C21C (centres undefined)	1	-4	-4.4	-1	4	-5	-11	15	2
Cc1ccc(S(=O)(=O)Nc2cnn(-c3ccccc3)c(=O)c2Cl)cc1	2	-3	-0.3	·	-12	4	-2	0	8
O=C(NNc1cccc(Cl)n1)Nc1cccc(C(F)(F)F)c1	-5	-2	-1.3	1	-12	-2	0	-1	3
Cc1cccc(/N=C/c2c(O)ccc3oc4c(c23)CCCC4)n1	-4	-5	0.2	-16	9	-2	16	3	3
O=C1NC(=S)N/C1=C/c1cc([N+](=O)[O-])ccc1N1CCOCC1	-1	-7	-0.4	-1	14	0	-17	12	6
CCOC(=O)c1c(C)n(CCNC(C)=O)c2ccc(O)cc12	5	-11	2.0	2	2	5	0	-28	3
CS(=O)(=O)N(CC(=O)NCc1ccncc1)c1cc(Cl)cc(Cl)c1	-2	3	1.2	0	6	-1	-19	-7	0
CCOC(=O)c1ccc(NC(=O)CSCc2ccco2)cc1	-9	-17	0.6	12	15	-6	-17	5	-5
CCC(C)c1ccccc1NC(=O)C(C)NCCN(C)C (centres undefined)	·	0	-1.0	-2	-5	-1	-1	8	-3
CC1CN(CCC(=O)Nc2ccc3c(c2)OCO3)CC(C)O1 (centres undefined)	-1	-5	0.2	0	4	1	-4	3	9
CCn1cc(C(=O)NCC2CCCO2)c2cc(OC)c(OC)cc2c1=O (centres undefined)	2	-4	-0.6	-2	6	0	6	1	2
CC(C)C(=O)Nc1cccc(NC(=O)CCN2C(=O)c3ccccc3S2(=O)=O)c1	6	-5	-0.3	0	-4	4	-12	-14	7
Cc1nc([N+](=O)[O-])c(C(=O)OCc2cccc(Br)c2)n1C	1	-9	1.3	-1	1	0	7	15	7
CCc1ccc2c(c1)C(c1ccncc1)=NNC(c1ccccc1)=N2	13	2	0.7	0	-18	-1	-11	1	8
CCOC(=O)c1ccc(NC(=O)c2cc(=O)[nH]c3ccccc23)cc1	-4	-9	-2.3	0	-6	-4	11	-5	-2
Cc1ccc(S(=O)(=O)N2CCN(C(=O)Cc3ccc4c(c3)OCCO4)CC2)cc1C	9	-3	0.3	-1	-12	0	-18	4	4
Cc1cc(SCNC(=O)c2ccccc2)ncn1	-2	0	-0.4	28	10	-4	-4	-2	4
CCOC(=O)c1c(-c2ccc(C)s2)csc1N	6	-1	-1.1	10	-10	6	-5	-9	7
COc1cc(/C=N/NC(=O)/C(=C\c2ccc([N+](=O)[O-])cc2)NC(=O)c2ccccc2)cc(OC)c1O	5	-3	-0.5	-10	8	-4	6	12	3
CCCn1c(SCC(=O)c2cc(C)ccc2C)n[nH]c1=O	6	-5	1.2	2	-5	5	-12	-23	6
Cc1ccc(-c2csc(NC(=O)CCNC(=O)c3ccccc3Cl)n2)cc1	-2	-10	1.2	-3	3	0	-11	-2	8
CCCCCOC(=O)Nc1ccc(S(=O)(=O)Nn2cnnc2)cc1	1	-6	-1.9	2	6	2	-23	-16	4
CC(=O)N1CCN(c2ccc(NC(=O)c3ccc4c(c3)OCCO4)cc2)CC1	-1	-3	0.0	4	3	-1	-9	-5	6
COc1ccc(C(=O)NC(=S)Nc2ccc3c4c(cccc24)CC3)cc1OC	-5	-2	1.3	10	-11	-1	-13	-7	3
CCNc1nc(C23CC4CC(CC(C4)C2)C3)cs1	-5	-1	0.5	0	16	-3	-5	18	3
Cc1ccc(NC2SC(=O)N(Cc3cccc(C(=O)O)c3)C2=O)c(C)c1 (centres undefined)	·	2	2.2	5	6	1	-10	26	-2
COc1cc(OC)cc(C(=O)Nn2cc(C(=O)Nc3c(F)cccc3F)c3ccccc3c2=O)c1	2	-9	1.1	-2	-2	4	-13	-9	9
COc1ccc(-c2nnn(CC(=O)N(Cc3ccccc3Cl)C(C(=O)NCC3CCCO3)c3ccco3)n2)cc1 (centres undefined)	0	3	1.1	-2	12	-4	-4	3	7
COc1cc(NC(=S)N2CCCC(C)C2)c(OC)cc1Cl (centres undefined)	8	4	-1.2	35	-21	-4	7	0	5
O=C(c1ccc(Cl)cc1)c1oc2ccccc2c1CS(=O)c1ccc(Cl)cc1 (centres undefined)	5	-11	-2.2	26	-10	2	-3	-9	4
CCN(CC)S(=O)(=O)c1ccc(Cl)c(NC(=O)CCCCl)c1	·	-11	1.2	0	-16	3	-6	17	2
COc1ccccc1-n1c(Cc2cccs2)n[nH]c1=S	-2	-2	1.9	4	-7	-1	-3	-9	2
Cn1cc(CN2CCc3c([nH]c4ccccc34)C2C2CCCCC2)cn1 (centres undefined)	4	-7	0.9	0	-3	-2	-12	7	6
Cn1ccnc1C(=O)c1cc(SCC(=O)NCc2ccccc2)nc2ccccc12	3	2	-0.4	2	-11	-2	-1	-5	2
CCOC(=O)C1CCN(S(=O)(=O)c2cccc(-c3cn4cccnc4n3)c2)CC1	-1	0	-1.6	0	-4	-1	-26	-12	3
CC1(C)Cc2nc3nc(SCC(=O)NCc4ccccc4)n(-c4ccccc4)c(=O)c3cc2CO1	-3	7	-4.8	-2	-17	1	-7	0	7
COc1ccc(C=Nc2cccc3c(=O)[nH][nH]c(=O)c23)c2ccccc12	1	-5	2.0	-6	-13	-1	-13	1	10
CSCCC(NC(N)=O)C(=O)Nc1ccc(F)c(Cl)c1 (centres undefined)	·	-2	-1.3	-1	-17	-3	-15	7	-3
CCn1ncc([N+](=O)[O-])c1C(=O)Nc1c(C)nn(Cc2ccc(F)cc2)c1C	-4	-2	-0.4	2	-6	-3	3	2	-1
CSCCC(N=C(NS(=O)(=O)c1ccccc1)c1ccccc1)C(=O)O (centres undefined)	·	2	0.9	0	4	-1	0	11	-5
O=C(COc1ccc(Cl)cc1)OCC(=O)N1CCCCCC1	2	-2	1.9	-1	-11	5	1	-8	-1

Three entries out of the list, arranged by heavy-atom count, highest first.
SMILES	NPY-Y1 antag	RBBP9 inhibitor	S1P4 ag	Runt-CBFb FRET	NPY2 pot ag	Ba/F3 V617F tox	S1P4 antag	NPY-Y1 PAM-ag	BaF3 parental
CCc1ccc2c(c1)C(c1ccncc1)=NNC(c1ccccc1)=N2	13	2	0.7	0	-18	-1	-11	1	8
COc1ccc(CCNC(=O)c2sc3cc(C)ccc3c2Cl)cc1	4	-5	0.8	-1	-25	-4	-20	-12	-1
COc1ccccc1-n1c(Cc2cccs2)n[nH]c1=S	-2	-2	1.9	4	-7	-1	-3	-9	2

The results go on:
SMILES	NPY-Y1 antag	RBBP9 inhibitor	S1P4 ag	Runt-CBFb FRET	NPY2 pot ag	Ba/F3 V617F tox	S1P4 antag	NPY-Y1 PAM-ag	BaF3 parental
CC1=CC(C)(C)N(S(=O)(=O)c2ccc(C)cc2)c2ccc(C)cc21	8	-3	-0.3	0	-2	51*	11	7	37*
Cc1nn(-c2nc3ccccc3n2Cc2ccccc2)c2c1C(=O)CC(C)(C)C2	0	3	-0.7	0	19	-4	-12	-15	1
Cc1cc2nc3c(nc2cc1C)C1(C(=O)N(C)C)CCC3(C)C1(C)C (centres undefined)	13	-8	1.9	-2	-3	3	-9	-23	4
CC1CN(C(=O)CCN2C(=O)c3ccccc3C2=O)CC(C)O1 (centres undefined)	2	0	-2.3	0	4	7	-5	-7	2
O=C(N/N=C/c1ccncc1)c1ccc(NC(=O)c2ccc(Cl)cc2)cc1	-1	-11	3.8	-3	6	0	-8	-13	8

High-throughput results: PubChem, several laboratories

Outcome played no part in choosing rows; 3.6% or so of the library scored in one or more.
